# PG9 binder: binders of HIV-1 gp120 antibody PG9, primary screen, biochemical, TR-FRET; HIV-1 gp120 / PG9 antibody interaction; TR-FRET gp120-PG9 antibody binding; inhibition, % at 6.7 µM; actives 0.43% (n = 360,000); AID 624416, 2012; in the data active = inhibition above about 8.5%
# ADAM10 inh: human ADAM10 inhibitors, primary screen, biochemical, QFRET, HTS | Disintegrin and metalloproteinase domain-containing protein 10 (Homo sapiens), O14672 | AID 720582, 2013 | actives 0.62% (n = 370,000) | recombinant ADAM10, EDANS/DABCYL FRET peptide cleavage, 3 h | inhibition, % at 7 µM;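 active = inhibition above a per-campaign cutoff equal to the mean of compounds falling between control-based bounds plus 3 SD, cut at about 20% in these data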;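 note: 0% = DMSO wells while the 100% control is not disclosed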
# Target sequence (O14672 214-748 limits assumed): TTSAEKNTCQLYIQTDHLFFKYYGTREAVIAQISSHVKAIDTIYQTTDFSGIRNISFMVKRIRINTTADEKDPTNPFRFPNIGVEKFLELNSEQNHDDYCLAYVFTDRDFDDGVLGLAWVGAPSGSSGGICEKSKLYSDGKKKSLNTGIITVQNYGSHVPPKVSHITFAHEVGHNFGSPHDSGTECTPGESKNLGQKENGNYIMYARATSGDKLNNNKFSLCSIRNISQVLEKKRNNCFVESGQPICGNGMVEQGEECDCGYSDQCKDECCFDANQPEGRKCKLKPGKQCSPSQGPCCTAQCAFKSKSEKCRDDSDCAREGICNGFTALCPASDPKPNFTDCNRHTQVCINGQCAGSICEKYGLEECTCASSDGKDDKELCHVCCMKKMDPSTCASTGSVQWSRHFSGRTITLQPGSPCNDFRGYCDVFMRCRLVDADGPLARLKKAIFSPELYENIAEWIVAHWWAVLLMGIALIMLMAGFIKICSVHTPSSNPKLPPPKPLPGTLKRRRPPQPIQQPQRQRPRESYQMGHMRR
# hcDAF12 agonist: H. contortus DAF-12 nuclear receptor activators, primary screen, cell-based, luminescence, HEK293, lit1-tk-luc reporter. HEK293 hcDAF-12 lit1-tk-luc reporter; 0% DMSO, 100% Δ7-dafachronic acid. activation, % at 6.8 µM. actives 1.4% (n = 370,000). AID 652067, 2013;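 active = activation above the mean of all tested compounds plus 3 SD, cut at about 5.5% in these data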;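 note: 100% = response to 3 µM Δ7-dafachronic acid high control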
# GC-A act: GC-A stimulated cGMP production enhancers – HEK293 GC-A cells, cGMP TR-FRET, EC30 ANP, primary screen. 0% at EC30 ANP, 100% saturating ANP. activation, % at 10 µM. actives 0.14% (n = 370,000). AID 1671463, 2021; in the data active = activation above about 40%
# GAA850 FXN act: FXN promoter activators, primary screen, cell-based, luciferase luminescence, HEK293 lucGAA850 | HEK293 lucGAA850 FXN promoter luciferase reporter, 24 h; percent of 10 µM SAHA response | activation, % at 6 µM | actives 0.56% (n = 360,000) | AID 540364, 2011;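 active = activation above the average of all compounds screened plus 3 SD, cutoff fixed separately per campaign, cut at about 7.5% in these data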;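 note: 0% = DMSO wells and 100% = 10 µM SAHA wells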
# hgDAF12 agonist: H. glycines DAF-12 receptor agonists, primary screen, cell-based, luminescence, HEK293, GAL4 fusion, UAS-luciferase; Nuclear hormone receptor DAF-12 (Heterodera glycines), GAL4 fusion; HEK293 GAL4-hgDAF12 UAS-luciferase reporter, agonist luminescence; normalized to butyrate control; activation, % at 6.8 µM; actives 1.8% (n = 370,000); AID 687014, 2013;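 active = activation above a cutoff set at the mean of all screened compounds plus 3 SD, cut at about 10% in these data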;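 note: 0% = DMSO wells and 100% = sodium butyrate wells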
# DAX1 inh-1: DAX1 (NR0B1) inhibitors, primary screen, cell-based, HEK293, Gal4-DAX1, luciferase luminescence | Nuclear receptor subfamily 0 group B member 1 (Homo sapiens), P51843 | HEK293 Gal4-DAX1 luciferase reporter | inhibition, % at 6.75 µM | actives 0.99% (n = 340,000) | AID 504766, 2011;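 active = inhibition above the mean over all tested compounds plus 3 SD, cut at about 4.2% in these data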;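 note: 0% = DAX1-transfected cells with DMSO and 100% = empty-vector control cells with DMSO; inhibition shows as a rise in luminescence from relieved DAX1 repression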
# Target sequence (P51843 207-470 limits assumed): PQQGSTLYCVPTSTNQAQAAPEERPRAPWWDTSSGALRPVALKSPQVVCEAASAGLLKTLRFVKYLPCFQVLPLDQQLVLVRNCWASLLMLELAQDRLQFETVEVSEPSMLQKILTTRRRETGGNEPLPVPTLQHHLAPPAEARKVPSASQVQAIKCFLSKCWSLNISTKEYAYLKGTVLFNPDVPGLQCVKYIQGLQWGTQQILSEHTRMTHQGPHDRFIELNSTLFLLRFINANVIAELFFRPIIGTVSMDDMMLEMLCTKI
# SMARCA2 act: SMARCA2 (BRM) function activators, primary screen, cell-based, luminescence, high throughput | actives 1% (n = 370,000) | MG213 cells, MMTV-luciferase reporter, dexamethasone, overnight | activation, % at 9.1 µM; in the data active = activation above about 7.8%;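 note: 0% = vehicle wells and 100% = reference activator wells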
# ADAM17 inh: ADAM17 inhibitors, primary screen, biochemical, QFRET; inhibition, % at 6.95 µM; actives 0.83% (n = 370,000); Disintegrin and metalloproteinase domain-containing protein 17 (Homo sapiens), P78536; recombinant ADAM17, EDANS/DABCYL FRET peptide cleavage;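 active = inhibition above the mean of compounds lying between control limits plus 3 SD, set per campaign, cut at about 8.5% in these data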;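 note: 0% = DMSO-only wells as the low control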
# DAX1 inh-2: DAX1 (NR0B1) inhibitors on StAR promoter, primary screen, cell-based, luminescence, SF-1 (NR5A1), full-length DAX-1; HEK293T StAR-luciferase reporter, SF-1/DAX-1 repression relief; inhibition, % at 6.8 µM; actives 1.1% (n = 370,000); AID 652010, 2013;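 active = inhibition above the mean over all tested compounds plus 3 SD, cut at about 3.6% in these data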;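 note: 0% = DAX-1 cells with DMSO and 100% = cells lacking DAX-1 with DMSO; higher inhibition means more luminescence from relief of DAX-1 repression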
# ssDAF-12 act: S. stercoralis DAF-12 nuclear receptor activators, primary screen, cell-based, luminescence, HEK293, GRIP1 co-expression, lit1-tk-luc | Nuclear hormone receptor DAF-12 (Strongyloides stercoralis) | HEK293 ssDAF-12/GRIP1 lit1-tk-luc reporter; % of 3 µM dafachronic acid response | activation, % at 6.8 µM | actives 1% (n = 370,000) | AID 652126, 2013;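 active = activation above the mean over all tested compounds plus 3 SD, cut at about 0.9% in these data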;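 note: 0% = DMSO-only wells and 100% = 3 µM delta7-dafachronic acid wells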
# * = called active by the depositor; i = inactive; / = not tested or not shown.
SMILES,PG9 binder,ADAM10 inh,hcDAF12 agonist,GC-A act,GAA850 FXN act,hgDAF12 agonist,DAX1 inh-1,SMARCA2 act,ADAM17 inh,DAX1 inh-2,ssDAF-12 act
[N-]=[N+]=NCCN1CCN(CCc2ccccc2)CCC1=O,-2.9,-13.0,1.9,0.2,-0.2,-0.1,0.6,0.5,-6.0,-0.1,-1.0
COc1cc(-c2cc3nc(NC4CCCCC4)ccn3n2)cc(OC)c1OC,-0.2,-190.0,-2.5,4.2,-2.8,0.8,/,-6.0,-53.9,-2.2,-1.6
COCCn1c(SCC(=O)N2CCCCC2)nc2c([nH]c3ccccc32)c1=O,-1.7,-8.4,3.5,1.6,2.9,0.1,0.1,0.6,-1.4,0.1,0.6
Cc1cccc(N2C(=O)C3C4CC(=O)C(c5ccccc54)C3C2=O)c1C (centres undefined),-3.5,-3.7,-0.8,1.8,3.6,1.3,0.2,3.8,0.7,-0.4,-1.3
CSc1nc2ncc(-c3ccsc3)c(N)n2n1,0.0,-4.6,0.9,-5.5,3.8,0.1,-0.2,-3.5,-2.2,-0.1,-1.0
COC(=O)[C@H](C)NC(=O)Nc1ccc(C)c(C)c1,0.5,4.5,-0.3,-3.0,0.1,-1.0,1.7,0.1,-0.7,-0.2,-0.6
CCN(CC)CCCN1CC(=O)N2[C@@H](Cc3c([nH]c4ccccc34)C2(C)C)C1=O,1.0,-1.8,-0.2,3.6,0.5,-1.9,1.3,-3.4,-3.2,0.9,-0.8
Cc1nn(CC(=O)NCCCN2CCCCC2)c(=O)c2cc(-c3ccccc3)nn12,-2.5,-3.3,1.0,2.3,1.6,2.0,0.1,3.7,0.4,1.3,-1.0
CN(C)c1ccc(/C=C(\C#N)C(=O)c2ccccc2)cc1,-3.5,0.9,-2.4,-4.2,-2.2,0.8,-0.5,1.8,-5.0,-0.4,-0.9
COc1ccc2cc(C(=O)C3CCCN(C(=O)CCc4cnn(C)c4)C3)ccc2c1 (centres undefined),-4.0,i,0.9,-3.5,4.0,5.0,-1.6,3.1,-475.1,-0.2,-1.0
O=C(O)c1cc(/C=N\O)ccc1OCc1ccccc1,0.4,1.1,-1.2,-0.6,-2.0,0.7,1.7,1.2,-3.7,-0.5,-1.3
O=C(CNC1CCCCCC1)Nc1ccccc1N1CCOCC1,-0.7,-0.6,-0.8,-0.9,1.0,-2.1,1.0,1.8,5.2,-0.6,-1.5
COc1ccc(C2OC3=C(Nc4cc(C)c(C)cc4N3)C2=O)cc1 (centres undefined),-3.1,-1.1,4.3,6.5,5.0,5.4,3.6,2.1,-3.2,0.2,0.7
Cn1c(NCCO)nc2c(c1=O)C1(CCCCC1)Cc1ccccc1-2,2.1,i,-1.5,-10.9,1.0,2.0,0.9,-0.7,-366.1,0.4,-1.4
O=C(Nc1ccc(OCc2ccccc2)cc1)c1cccs1,-1.3,2.0,2.3,1.4,6.1,9.1,5.1*,1.0,0.6,2.0,-1.0
COc1ccc(OC)c(C2C(C(C)=O)=C(O)C(=O)N2c2ccc(O)cc2)c1 (centres undefined),-0.2,1.8,-1.0,1.7,-1.1,1.7,-0.1,0.3,-1.6,0.1,-1.5
COc1ccc(/C=C/C(=O)NCC(=O)N/N=C/c2ccc(OC)cc2)cc1,-3.4,-2.3,-1.8,-2.0,-0.7,-2.7,-2.8,-0.3,1.1,-1.0,-1.3
Clc1ccc(Cn2ncc3c(N4CCCCC4)ncnc32)cc1,-0.6,6.2,-2.3,2.8,0.2,-1.5,0.2,-1.0,1.3,-0.7,-0.8
O=C(COc1ccc(Br)cc1)NNC(=O)c1ccc(-n2cncn2)c([N+](=O)[O-])c1,-0.8,-3.5,-1.2,-1.7,0.1,-0.9,0.4,3.0,0.9,1.6,-1.6
COc1cc(CC(=O)OCC(=O)NC(C)c2ccccc2)cc(OC)c1OC (centres undefined),2.3,-5.1,0.7,-1.3,1.6,-0.9,0.1,-1.5,-4.7,-0.1,-1.4
Cc1ccc(-c2cc3nc(-c4ccco4)cc(N4CCN(Cc5ccoc5)CC4)n3n2)cc1,/,i,0.4,-0.5,/,1.2,/,/,-172.9,/,-1.2
Cc1c(C(=O)N(C)C2CC(C)(C)NC(C)(C)C2)oc2c(F)cccc12,-2.8,5.0,0.7,-0.1,1.5,0.9,0.1,1.7,-1.7,0.9,-0.9
CCOC(=O)NC(=O)CSc1nnnn1-c1ccc(Cl)cc1,-0.2,-15.0,-0.9,0.3,2.3,-1.8,-0.6,2.6,-0.8,0.8,-1.7
CC(C)Nc1nc(NC(N)=S)nc(NC(C)C)n1,-0.5,-6.8,1.7,-4.2,3.0,-2.1,0.1,-1.2,-1.4,-0.2,-0.6
COc1ccccc1CNC(=O)C1CCN(S(=O)(=O)c2ccc3c(c2)CC(C)N3C(C)=O)CC1 (centres undefined),0.3,9.1,-2.2,0.2,0.3,2.1,-0.3,2.0,0.7,-0.6,-1.1
CC(C)N(C(=O)CN(C#N)c1nc(N(C)C)nc(N(C)C)n1)c1ccccc1,-0.6,0.2,-1.1,-2.0,0.5,0.1,0.6,1.4,-6.1,0.5,-1.0
CC(C)c1ccc(-c2nc(N3CCCCCC3)nc3n[nH]c(N)c23)cc1,0.0,-4.8,-0.6,1.5,-1.1,0.3,-1.7,1.6,0.3,0.4,-0.5
CC(C)c1cc(NCCN2CCOCC2)n2c(nc3ccccc32)c1C#N,1.1,-23.4,1.0,6.3,1.7,-2.8,-0.7,-1.9,-8.7,-0.4,-1.6
Cc1nnc(SCC(=O)NCc2ccco2)n1-c1ccccc1,-0.2,-6.0,0.1,-0.2,0.6,-0.3,0.0,-2.8,-1.9,0.3,-0.9
CCc1oc(C(=O)O)cc1CN(CC)CC,0.1,-4.4,-1.1,3.3,5.3,0.7,0.8,-5.0,-1.0,-0.1,-1.5
O=C(/C=C/c1ccccc1)COC(=O)c1ccccc1,1.7,-8.2,-1.3,5.5,3.1,2.1,0.3,-0.9,0.2,0.5,-1.0
O=C(NCCc1ccccc1)c1ccc2c(c1)S(=O)(=O)c1ccccc1C2=O,-1.7,3.0,-2.4,0.0,0.4,0.4,-1.0,1.2,-1.4,0.2,-1.7
Nc1c(N(CCC2=CCCCC2)C(=O)COc2ccc(F)cc2Cl)c(=O)[nH]c(=O)n1Cc1ccccc1,-2.9,1.0,-0.3,-0.7,-1.4,-1.4,-0.4,4.5,-1.5,1.9,-0.2
COc1cccc(CN(C)C(=O)c2ccc(Cl)c(S(=O)(=O)N3CCCCCC3)c2)c1OC,-0.3,-5.4,-2.6,-1.5,-0.9,-2.7,-0.3,-4.0,0.8,-2.5,-1.6
Cc1ccccc1Cn1nc(C)c(NC(=O)/C=C/c2cnn(C)c2C)c1C,-0.5,1.4,-3.9,-4.5,0.2,-3.2,-0.7,-1.7,0.6,-0.1,-1.3
CCOc1cc(/C=N/NC(=O)COc2ccc(C)cc2)ccc1OC(=O)c1cccs1,1.5,21.1*,-0.5,-0.3,-0.9,-0.4,-1.3,-2.5,4.0,-1.1,-1.3
O=C(CN1CCC(NC(=O)c2cccc(F)c2)CC1)NCc1ccccc1F,-1.2,-0.2,1.5,4.6,-0.7,-1.4,-1.6,-2.1,-3.4,-0.7,-0.7
O=C(/C=C/c1ccc(OC(F)F)cc1)OCC(=O)N1CCc2ccccc21,1.1,-20.1,0.5,0.5,-0.6,0.0,0.9,-2.0,-8.6,-0.1,-0.1
CCN(C(=O)CSc1ncnc2sccc12)c1c(N)n(Cc2ccccc2)c(=O)[nH]c1=O,-0.1,1.8,1.0,0.6,-0.2,-1.5,0.8,0.9,-0.5,-0.2,-1.1
CCC(Oc1ccccc1)C(=O)NC1CCSC1=O (centres undefined),-0.2,-2.2,-1.5,-2.0,-0.4,-1.0,-1.0,-0.4,-4.3,-1.2,-1.1
COc1cccc(NC(=O)CCS(=O)(=O)c2ccc(Br)cc2)c1,1.2,0.5,-2.0,-2.9,3.1,-3.5,0.5,-2.4,-1.0,0.0,-1.1
Cc1ccc(-c2nnc(SCCC(=O)N3CCOCC3)o2)cc1,-0.5,-8.7,-1.1,0.2,-0.5,-0.2,-1.4,-5.0,-7.9,1.0,-1.3
CCN(CC)S(=O)(=O)c1ccc(NC2c3ncccc3C(=O)N2Cc2ccccc2)cc1 (centres undefined),1.1,6.2,-1.8,3.4,-3.3,-0.5,0.8,-1.5,-4.3,-0.9,-1.6
C/C(=N\NC(=O)CSc1nnc(C)s1)c1ccc(O)cc1,1.4,3.6,2.6,1.5,1.6,-0.6,0.1,-1.8,5.4,-0.4,-1.2
CCOCCCNC(=O)C1(O)c2ccccc2NC(=O)N1c1ccc(Cl)cc1 (centres undefined),-1.7,2.7,-0.3,4.3,2.3,2.1,1.0,-0.8,-4.2,-0.5,-0.9
CCCCNC(=S)N(C)/N=C/c1ccccc1F,-1.1,0.1,1.0,7.2,1.1,-0.7,0.5,1.8,4.9,-0.1,-1.2
CC1Cc2ccccc2N1C(=O)COC(=O)c1ccccc1NCCO (centres undefined),-1.6,i,-1.4,0.8,-0.7,-1.3,-2.3,-4.0,-473.6,0.4,-0.2
COc1ccc(/C=C(/NC(=O)c2ccccc2)C(=O)NCc2ccncc2)cc1,-1.2,-0.1,-0.4,0.6,3.8,1.1,0.6,-2.7,-8.0,-0.6,-1.1
CN(c1ccc(C(=O)Nc2ccc(S(=O)(=O)N3CCCC3)cc2)cc1)S(C)(=O)=O,6.3,-4.1,-4.9,6.3,-2.4,-7.9,/,-4.5,-1.8,-2.7,-2.4
CCC(C)C(NC(=O)C1CCC(C)CC1)C(=O)Nc1cc(OC)ccc1OC (centres undefined),-0.2,-11.3,-1.6,-2.7,-1.9,0.5,0.6,-2.1,-4.1,-0.6,-0.9
Cc1c(C(N)=O)c(N)c(C(=O)c2ccccc2)n1-c1ccccc1,1.3,2.5,-0.8,-4.2,-3.4,-0.5,5.0*,-0.6,0.9,-0.6,-1.7
CC1(c2cccs2)CC(c2cccs2)=C(C#N)C(=O)N1 (centres undefined),1.2,-8.8,-1.0,-9.3,-2.4,-3.8,-1.0,-5.5,-2.6,-0.9,-1.6

# An unsorted share of the library; overall some 6.8% were active at least once.
